From PubChem BioAssay
MITF TRPM1 HTS: activators of MITF-driven TRPM1 promoter activity in SK-MEL-5 cells | SK-MEL-5 TRPM1-promoter luciferase, 24 h; % of positive control, neutral wells = 0 | activation, % at 12.5 µM | 0.75% of 300,000 active | AID 588334;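 active = mean activation of at least 80% with every replicate also reaching 80%; inconclusive = mean reaches 80% but some replicate falls short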;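 also: 0% = neutral control wells and 100% = parthenolide positive control wells; values of inactives mirror those of a sister screen read the other way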
HTR5A inv ag: HTR5A inverse agonism, opioid heterodimer counter-screen; P47898; HTR5A cell line, luminescence; inhibition, % at 9.3 µM; 0.083% of 340,000 active; AID 504634; in the data active = inhibition mostly above about 23%, no sharp cut-off; inactive = mostly below about 18%;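 also: 0% = cells with DMSO and 100% = no-cell wells with DMSO; some compounds called inactive have numbers as strong as hits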
V-ATPase pH: regulators of yeast V-ATPase proton transport | response, % at 10 µM | 0.37% of 350,000 active | S. cerevisiae, pHLuorin cytosolic pH fluorescence; in the data active = response mostly above about 7.3%, no sharp cut-off; inactive = mostly below about 5.4%; also: actives read high; inactives centre near 0; some compounds called inactive have numbers as strong as hits; reference of the scale not given here
SR-BI DiI inh: blocks mouse SR-BI lipid uptake from DiI-HDL; 0.96% of 320,000 active; ldlA[mSR-BI] CHO cells, DiI-HDL uptake fluorescence, 3 h; inhibition, % at 12.5 µM; Q61009;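 active = mean replicate inhibition of at least 70% and a set share of replicates each scoring 70 or more; inconclusive = meets just one of the two criteria; inactive = fails both criteria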;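 also: 0% = median of neutral control wells and 100% = median of positive control wells; values of inactives mirror those of a sister screen read the other way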
Target sequence (Q61009 whole entry, looked up): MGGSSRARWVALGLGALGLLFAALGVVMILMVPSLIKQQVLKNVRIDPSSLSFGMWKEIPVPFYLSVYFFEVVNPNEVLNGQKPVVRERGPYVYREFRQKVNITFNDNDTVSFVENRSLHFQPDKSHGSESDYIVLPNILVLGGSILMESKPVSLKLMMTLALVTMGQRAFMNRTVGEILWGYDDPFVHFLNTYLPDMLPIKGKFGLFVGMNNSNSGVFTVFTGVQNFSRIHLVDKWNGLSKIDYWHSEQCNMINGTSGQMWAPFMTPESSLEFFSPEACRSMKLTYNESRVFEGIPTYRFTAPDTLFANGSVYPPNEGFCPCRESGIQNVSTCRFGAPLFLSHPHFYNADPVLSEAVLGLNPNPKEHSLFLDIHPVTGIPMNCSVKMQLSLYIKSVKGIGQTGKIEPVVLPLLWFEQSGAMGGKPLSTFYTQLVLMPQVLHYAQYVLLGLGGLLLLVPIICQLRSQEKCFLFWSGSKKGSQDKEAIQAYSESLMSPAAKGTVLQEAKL
Wnt bcat act: activators of Wnt/beta-catenin signaling | Wnt/beta-catenin reporter cell assay, activator, plate reader | activation, % at 9.35 µM | 1.2% of 300,000 active | AID 743398; in the data active = activation above about 30%, passing the limit was not always enough; inconclusive = no clear call, values can overlap the other calls;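 also: 0% = neutral control wells and 100% = positive control wells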
dFosB activator: mouse delta FosB homodimer activation. P13346. purified delta FosB, TAMRA-CDK5 oligo fluorescence polarization; percent of positive-control signal above neutral wells. activation, % at 25 µM. 0.99% of 340,000 active. AID 493131;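 active = mean activation above about 17%, with every replicate also reaching it, limit read from the data, passing the limit was not always enough; inconclusive = only one of the two conditions met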;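 also: fluorescence polarization rise as delta FosB binds a TAMRA Cdk5 AP-1 oligo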
Target sequence (P13346 whole entry, looked up): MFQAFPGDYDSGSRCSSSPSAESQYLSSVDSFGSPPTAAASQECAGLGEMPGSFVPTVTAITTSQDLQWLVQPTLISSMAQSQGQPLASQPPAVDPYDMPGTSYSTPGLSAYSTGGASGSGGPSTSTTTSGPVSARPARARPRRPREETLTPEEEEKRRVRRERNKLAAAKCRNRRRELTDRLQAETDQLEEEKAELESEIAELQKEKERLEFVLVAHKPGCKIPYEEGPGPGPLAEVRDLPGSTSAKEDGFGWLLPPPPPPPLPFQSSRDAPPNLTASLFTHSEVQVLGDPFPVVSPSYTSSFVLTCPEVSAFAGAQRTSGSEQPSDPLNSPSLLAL
PvdQ acylase: blocks Pseudomonas aeruginosa PvdQ acylase activity; purified PvdQ acylase, fluorescence plate reader; inhibition, % at 10 µM; 0.063% of 340,000 active; AID 488965; in the data active = inhibition above about 30%, passing the limit was not always enough; inconclusive = no clear call, values can overlap the other calls;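 also: 0% = vehicle neutral wells and 100% = reference inhibitor wells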
HTR5A ag ctr: HTR5A agonism, opioid heterodimer counter-screen; P47898; HTR5A agonist assay, luminescence, cell-based; activation, % at 9.3 µM; 0.61% of 340,000 active; in the data active = activation mostly above about 9.5%, no sharp cut-off; inactive = mostly below about 7.6%;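 also: 0% = cells with vehicle only and 100% = reference agonist; strong numbers were not always called active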
NSD2 HMT inh: inhibitors of human histone methyltransferase NSD2; O96028; NSD2 peptide methylation, AlphaScreen, 120 min; inhibition, % at 12.5 µM; 0.54% of 310,000 active; AID 743445; in the data active = inhibition above about 50%
CDK5 p35 inh: inhibitors of human CDK5/p35 kinase; inhibition, % at 10 µM; 0.01% of 330,000 active; Recombinant CDK5/p35, ADP-Glo luminescence, 60 min; AID 488839; Q00535+Q15078;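 active = highest replicate inhibition of at least 50% and at least 75% of replicates reaching 50%; inconclusive = only one of the two criteria met; inactive = both criteria failed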;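 also: plate controls were DMSO neutral control for no effect and GW8510 at 10 µM for full effect; many of its hits are not listed in these tables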
Active calls of the source: *; ? = inconclusive; nt = not tested or not shown; & = joins results of further samples.

SMILES	MITF TRPM1 HTS	HTR5A inv ag	V-ATPase pH	SR-BI DiI inh	Wnt bcat act	dFosB activator	PvdQ acylase	HTR5A ag ctr	NSD2 HMT inh	CDK5 p35 inh
COc1cc(C(=O)NC23CC4CC(CC(C4)C2)C3)cc(OC)c1OC	nt	3	2	21	-1	-5	-5	-1	-3	0.2
COc1cc(/C=C/C(=O)OCC(=O)NCC2CCCO2)ccc1OCC#N (centres undefined)	-3	10	-2	20	2	-12	-17	1	0	-0.8
CCCCn1nnnc1SCC(=O)Nc1sc2c(c1C#N)CCCC2	-19	25	0	15	nt	-11	0	-1	-2	-0.2
Cc1ccnc(Sc2ccc([N+](=O)[O-])cn2)n1	23	-1	0	-30	5	8	4	3	-3	-0.5
O=C(O)c1csc(-n2nc(-c3ccccc3)cc2C(F)(F)F)n1	0	7	-1	-8	1	-3	2	-3	1	-0.3
Cc1c(C)n(O)c2ccc3nonc3c12	nt	-25	0	15	5	0	-13	3	-3	2.0
CCC(C)c1ccccc1NC(=O)COc1ccc(-c2nnco2)cc1 (centres undefined)	-2	7	9	4	-1	-6	-10	-5	0	0.3
Cc1cc(C)c2[nH]c(=O)c(CN(Cc3ccco3)C(=O)C3CCCO3)cc2c1 (centres undefined)	9	-7	1	0	nt	-9	-3	-3	5	2.4
Cc1ccc(Nc2oc(C)nc2C#N)cc1	6	-6	-3	16	nt	0	-4	2	-1	-1.2
COc1cc([N+](=O)[O-])cc(/C=N/NC(=O)c2ccc(NC(=O)c3ccc(C)cc3)cc2)c1O	-71	-17	-3	68	-8	-1	-8	6	-1	0.6
CCNc1nc(NCC)nc(OCCOC(=O)c2ccccc2)n1	nt	10	-6	7	-4	-5	3	-3	0	0.5
Cc1ccc(C)c(OCCCC(=O)O)c1	0	-9	0	-28	-3	-1	-8	3	-1	-2.1
CCCn1c(SCC(=O)Nc2ccc3c(c2)OCCO3)nnc1-c1ccco1	11	-27	1	-13	-7	5	-4	-4	0	-0.4
CCOc1ccccc1NC(=O)CCn1cccc1	11	2	-1	3	-2	-1	-11	-1	1	-1.2
Cc1ccc(NC(=O)c2cccc3c2C(=O)N(C2CCCCC2)C3)cc1	15	-33	-2	27	-3	-6	-3	12	-1	0.7
COc1cc(C)c(/C=C/C(C)=C/C=C/C(C)=C/C(=O)O)c(C)c1C	30	-5	2	-11	1	0	7	1	nt	-0.2
Oc1ccc(N2CCN(C(c3ccccn3)c3nnnn3C3CCCC3)CC2)cc1 (centres undefined)	-1	6	0	-21	-2	-5	-3	-2	nt	-0.1
COc1cccc(CNC(=O)COc2ccc(C(=O)c3ccccc3)cc2)c1	4	-35	-1	nt	-1	-1	-2	-6	-1	-0.9
CCC(C)(C)n1nnnc1C(c1ccccc1OC)N1CCSCC1 (centres undefined)	8	7	-2	5	-4	-6	-3	7	nt	-1.0
CCn1c(COc2ccc(=O)n(-c3ccccc3)n2)nnc1SCc1ccccc1C	nt	0	8	16	-7	-9	-10	0	1	-0.2

Another view of part of the listing above:
Each structure is followed by: MITF TRPM1 HTS | HTR5A inv ag | V-ATPase pH | SR-BI DiI inh | Wnt bcat act | dFosB activator | PvdQ acylase | HTR5A ag ctr | NSD2 HMT inh | CDK5 p35 inh
Cc1c(C)n(O)c2ccc3nonc3c12
→ nt | -25 | 0 | 15 | 5 | 0 | -13 | 3 | -3 | 2.0
CCC(C)c1ccccc1NC(=O)COc1ccc(-c2nnco2)cc1 (centres undefined)
→ -2 | 7 | 9 | 4 | -1 | -6 | -10 | -5 | 0 | 0.3
Cc1cc(C)c2[nH]c(=O)c(CN(Cc3ccco3)C(=O)C3CCCO3)cc2c1 (centres undefined)
→ 9 | -7 | 1 | 0 | nt | -9 | -3 | -3 | 5 | 2.4
Cc1ccc(Nc2oc(C)nc2C#N)cc1
→ 6 | -6 | -3 | 16 | nt | 0 | -4 | 2 | -1 | -1.2
COc1cc([N+](=O)[O-])cc(/C=N/NC(=O)c2ccc(NC(=O)c3ccc(C)cc3)cc2)c1O
→ -71 | -17 | -3 | 68 | -8 | -1 | -8 | 6 | -1 | 0.6
CCNc1nc(NCC)nc(OCCOC(=O)c2ccccc2)n1
→ nt | 10 | -6 | 7 | -4 | -5 | 3 | -3 | 0 | 0.5
Cc1ccc(C)c(OCCCC(=O)O)c1
→ 0 | -9 | 0 | -28 | -3 | -1 | -8 | 3 | -1 | -2.1
CCCn1c(SCC(=O)Nc2ccc3c(c2)OCCO3)nnc1-c1ccco1
→ 11 | -27 | 1 | -13 | -7 | 5 | -4 | -4 | 0 | -0.4
CCOc1ccccc1NC(=O)CCn1cccc1
→ 11 | 2 | -1 | 3 | -2 | -1 | -11 | -1 | 1 | -1.2
Cc1ccc(NC(=O)c2cccc3c2C(=O)N(C2CCCCC2)C3)cc1
→ 15 | -33 | -2 | 27 | -3 | -6 | -3 | 12 | -1 | 0.7
COc1cc(C)c(/C=C/C(C)=C/C=C/C(C)=C/C(=O)O)c(C)c1C
→ 30 | -5 | 2 | -11 | 1 | 0 | 7 | 1 | nt | -0.2
Oc1ccc(N2CCN(C(c3ccccn3)c3nnnn3C3CCCC3)CC2)cc1 (centres undefined)
→ -1 | 6 | 0 | -21 | -2 | -5 | -3 | -2 | nt | -0.1
COc1cccc(CNC(=O)COc2ccc(C(=O)c3ccccc3)cc2)c1
→ 4 | -35 | -1 | nt | -1 | -1 | -2 | -6 | -1 | -0.9
CCC(C)(C)n1nnnc1C(c1ccccc1OC)N1CCSCC1 (centres undefined)
→ 8 | 7 | -2 | 5 | -4 | -6 | -3 | 7 | nt | -1.0
CCn1c(COc2ccc(=O)n(-c3ccccc3)n2)nnc1SCc1ccccc1C
→ nt | 0 | 8 | 16 | -7 | -9 | -10 | 0 | 1 | -0.2

(list continues)
SMILES	MITF TRPM1 HTS	HTR5A inv ag	V-ATPase pH	SR-BI DiI inh	Wnt bcat act	dFosB activator	PvdQ acylase	HTR5A ag ctr	NSD2 HMT inh	CDK5 p35 inh
CN1CCN(C(=O)c2c(NC(=O)c3ccco3)sc3c2CCC(C(C)(C)C)C3)CC1 (centres undefined)	nt	11	-2	23	-4	-8	-1	3	0	0.8
COc1ccc(C2c3c(ncn(CCN4CCOCC4)c3=N)Oc3ccc4ccccc4c32)cc1OC (centres undefined)	-4	-22	-2	-18	2&-5	-15	-28	1	9	-4.0
CCCc1nc2sc3ccccc3c(=O)c2c(=O)n1Cc1ccccc1	nt	11	-2	-7	0	-2	?	-2	61*	1.8
COc1ccc(CC(=O)N/N=C/c2cc([N+](=O)[O-])cc(Br)c2O)cc1	-6	9	-2	-30	-2	-6	4	-2	-2	-1.1
CCOc1ccccc1NC(=O)Cn1nnc(C(=O)NCc2ccco2)c1N	-43	0	3	-7	nt	28*	7	2	3	0.1
CCC(C)c1ccc(C(C)NC(=S)NC2CCCCC2)cc1 (centres undefined)	8	-9	1	-11	0	-8	-22	2	-6	-0.6
CC(=O)Nc1nc2ccc(S(=O)(=O)N3CCCCC3)cc2s1	6	13	-2	-12	-2	-9	12	3	-1	-2.2
CN1c2ccccc2C2(C)CCCC3=Cc4cc([N+](=O)[O-])cc([N+](=O)[O-])c4OC312 (centres undefined)	0	4	-2	-4	-4	-1	-5	-2	8	1.3
CCSc1nnc(CSc2ncccn2)n1C	-3	-4	2	-43	0	-2	-16	2	nt	0.8
COC(=O)CCC(=O)Nc1ccccc1C(N)=O	nt	-2	-1	-17	nt	-1	-2	1	-1	-0.5
Cc1cccc(C(=O)Nc2ccnc(-c3ccncc3)n2)c1	-4	-2	8.5*	8	4	-14	3	1	-2	-2.4
CCOc1cc(/C=C2\C(=O)N(Cc3ccco3)C(C)=C2C(=O)OC)ccc1O	-16	13	-8	12	0	-21	10	4	20	0.0
CNC(=S)NNC(=O)c1cccn(Cc2ccc(Cl)c(Cl)c2)c1=O	5	26	-3	5	nt	0	-10	-11	1	0.7
O=C1CSC(c2ccncc2)N1Cc1ccco1 (centres undefined)	-16	-4	-1	-8	nt	4	-7	-1	1	0.7
O=C(CCNC(=O)c1ccc(Cl)cc1)NCCC1=CCCCC1	79	7	-3	-31	0	-6	4	-3	-2	-0.3
O=C(NCCS(=O)(=O)N1CCN(c2ccc(F)cc2)CC1)c1ccco1	6	0	7	-10	0	0	-3	0	-2	0.3
CC(=O)NCC(=O)N(c1ccccc1)C1(C(=O)NC2CCCCC2)CCCCC1	8	-5	-2	-27	nt	-12	-10	-4	-1	1.1
CC(=O)N1C(=S)NC(=O)/C1=C1/C(=O)N(CC(=O)Nc2cccc(C)c2)c2ccccc21	-1	-22	2	4	-1	-6	-13	3	0	1.3
CC(C)Oc1cccc(C(=O)C2CCCN(Cc3ccc4nonc4c3)C2)c1 (centres undefined)	-8	32	0	-10	-1	1	-23	2	-4	-2.4
CCOC(=O)c1ccc2c(c1)nc(COc1ccc3ccccc3c1)n2CC	-7	-25	7	8	nt	-8	-3	-3	0	-2.4
CCC1(C)N(O)C(C)(C)C(c2ccc(OC)cc2)=[N+]1[O-] (centres undefined)	8	14	-4	-9	-3	2	-1	-1	-2	-0.6
COc1cccc(CC(NC(C)=O)C(=O)NC2CCN(C(=O)C3CCCCC3)CC2)c1OC (centres undefined)	-1	0	9	nt	-2	1	-1	0	-2	0.3
O=C(NCCC(=O)N(CCc1ccccc1)Cc1ccccc1)c1ccc([N+](=O)[O-])cc1	4	1	2	-15	2	-4	-17	-1	2	0.8
CCOc1cc(NC(=S)NCc2ccco2)c(OCC)cc1NC(=O)CC(C)C	1	2	1	5	4	-1	-1	0	1	-1.8
Cc1nc2ccc(C(=O)OCC(=O)N(C)c3ccccc3)cc2nc1C	1	-14	-1	-15	-2	-9	10	6	4	0.7
COc1ccccc1C(=O)NCCC(=O)N(C)Cc1cccs1	4	12	0	-8	1	-1	-5	-1	-1	0.1
CC(C)(C)CC(=O)Nc1nnc(-c2cccs2)s1	44	-25	0	2	52*	0	-5	3	0	0.6
CCNC(=S)N(Cc1ccc2c(c1)OCO2)C1CC(=O)N(c2ccc(OC)cc2)C1=O (centres undefined)	1	8	4	-15	nt	-7	-7	-4	1	-0.8
S=C(NCCc1ccccc1)Nc1ccc(Nc2ccccc2)cc1	2	-7	3	21	-1	-11	-8	3	-1	0.2
Nc1nnc(SCC(=O)Nc2ccc(N3CCOCC3)cc2)s1	7	-12	-3	-9	3	-5	-6	4	-1	-2.4
O=C(/C=C/c1ccc(-c2ccccc2[N+](=O)[O-])o1)c1ccc(Br)cc1	-9	0	4	48	nt	-21	-7	0	-1	0.0
COc1ccccc1C(=O)NC(=O)OCCn1c(C)cnc1[N+](=O)[O-]	9	-9	-4	6	0	2	-1	4	-4	0.8
COc1cn(-c2ccccc2)nc1C(=O)Nc1ccc(C)cc1	46	6	-1	12	14	-28	-9	-2	0	0.9
COCC(=O)Nc1ccccc1C#N	-3	-23	3	23	-3	3	-15	7	nt	0.6
COc1ccc(NC(=O)c2cc(S(=O)(=O)N3CCCCC3)ccc2OC)cc1	7	-3	1	37	-4	-10	-10	4	-3	-1.1
COc1cc(/C=C/C(=O)O)cc(S(=O)(=O)Nc2ccc3c(c2)CCC3)c1OC	11	-7	3	nt	1	-8	4	3	-2	0.5
Cn1cccc1CC(=O)NNC(=S)NC(=O)c1ccc(F)cc1	-14	-20	6	-7	1	-1	9	6	1	-2.1
